# VEEV TC-83 Vero: inhibitors of VEEV TC-83 cytopathic effect, confirmation, Vero cells (AID 588727); Vero cells, VEEV TC-83 cytopathic effect inhibition; higher % means a stronger effect; inhibition, % at 20 µM; hits with a dose series show IC50 in µM; 350,000 tested, 0.13% active; in the data active = a potency from the dose series; inconclusive = inhibition mostly from about 14% at the one dose, without a potency; inactive = the rest, 99 in 100 with inhibition below about 12%; note: strong numbers were not always called active
# influenza NS1A: NS1A inhibition, H1N1 influenza, cell based functional assay (AID 504329). NS1A functional cell-based assay, percent inhibition; higher % means a stronger effect. one-dose inhibition, % at 12.5 µM; IC50 in µM for titrated hits. 340,000 tested, 0.3% active; in the data active = a potency from the dose series; inconclusive = inhibition above about 27% without an active follow-up result; note: strong numbers were not always called active
# M. tuberculosis HTS: M. tuberculosis growth inhibition, HTS (AID 449762) | 330,000 tested, 0.59% active | one-dose inhibition, % at 25 µM; IC50 in µM for titrated hits | M. tuberculosis H37Rv growth inhibition, 7H9 media; higher % means a stronger effect; in the data active = a potency from the dose series; inconclusive = inhibition above about 70% without an active follow-up result;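 note: bacterial growth assessed after seven days of incubation; strong numbers were not always called active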
# tuberculosis growth: growth inhibition of non-replicating M. tuberculosis (AID 488890) | one-dose inhibition, % at 25 µM; IC50 in µM for titrated hits | Mycobacterium tuberculosis non-replicating, growth inhibition; higher % means a stronger effect | 320,000 tested, 0.39% active; in the data active = a potency from the dose series; inconclusive = inhibition mostly from about 82% at the one dose, without a potency; inactive = the rest, 99 in 100 with inhibition below about 76%;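 note: plate controls were DMSO cells for no effect and high antibiotic wells for full effect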
# Salmonella PhoP GFP: Inhibition of PhoP regulon, Salmonella typhi GFP reporter cells, confirmation, 4 h (AID 1850); Salmonella Typhi PhoP-promoter GFP reporter, fluorescence, 4 h; higher % means a stronger effect; 310,000 tested, 0.33% active; inhibition, % at 50 µM, or IC50 in µM where a hit was titrated; in the data active = a potency from the dose series; inconclusive = inhibition mostly from about 25% at the one dose, without a potency; inactive = the rest, 99 in 100 with inhibition below about 19%;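 note: 0% = induced wells with vehicle and 100% = uninduced wells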
# VEEV TC-83 Vero 10K pilot screen: recorded beside VEEV TC-83 Vero, whose call it bears; inhibition, %; measured here: 10K pilot screen inhibition
# Starred values were filed as active, the others as inactive; i = inactive; ? = inconclusive; · = not tested or not shown; & = joins results of further samples.
SMILES,VEEV TC-83 Vero,influenza NS1A,M. tuberculosis HTS,tuberculosis growth,Salmonella PhoP GFP,others
CC(Sc1nc2ccccc2c(=O)n1CC1CCCO1)C(=O)NC(C)c1ccccc1 (stereo unspecified),7.4%,-10%,-3%,-11%,-5%,
c1coc(CSc2ncnc3c2oc2ccccc23)c1,0.9%,-2%,9%,30%,3%,
COc1ccccc1OCC(=O)OCC(=O)Nc1ncc(Cl)cc1Cl,0.5%,-6%,-3%,9%,-14%,
Cc1ccc(S(=O)(=O)NNC(=O)c2cc([N+](=O)[O-])c(C)c([N+](=O)[O-])c2)cc1,0.4%,·,7.6µM*,40%,12%,
Cc1[nH]nc2c1C1(CCC3(CC1)OCCO3)C(C#N)=C(N)O2,i,-3%,-2%,-9%,26%,
Cc1cccc(C)c1-c1ccc(CN2C(CC(C)C)C(=O)N(Cc3cn(CC4CCCCC4)nn3)CCS2(=O)=O)cc1 (stereo unspecified),i,-11%,·,·,·,
Cc1cc(C)c(C)c(S(=O)(=O)N2CCN(CC(=O)c3c(N)n(Cc4ccccc4)c(=O)n(C)c3=O)CC2)c1C,i,-6%,-2%,23%,0%,
Cc1ccccc1OCC(=O)NC(=S)Nc1ccc(N2CCOCC2)c(Cl)c1,0.4%,6%,2%,-6%,2%,
O=C(COc1ccc(F)cc1Cl)Nc1nc(-c2ccccn2)cs1,4.5%,3%,?,?,6%,
COc1ccc(C#Cc2c(-c3ccc(OC)cc3)oc3ccc(-c4ccc(OC)cc4)cc23)cc1,0.1%,3%,4%,-12%,-9%,
Cc1ccc2cc(C#N)c(SCC(=O)NCC3CCCO3)nc2c1 (stereo unspecified),0.5%,7%,-2%,2%,-6%,
O=c1c2ccccc2nnn1CCN1CCOCC1,0.4%,1%,2%,-22%,-6%,
COc1ccc(-n2nc(C(=O)NCC(=O)NCCc3ccc(OC)c(OC)c3)c3ccccc3c2=O)cc1Cl,8.6%,-14%,10%,12%,-24%,
Cc1ccc(NC(=O)CN(Cc2ccco2)Cc2ccccc2O)cc1C,2.3%,3%,0%,12%,2%,
Cc1ccc(NC(=O)CCC(=O)N/N=C/c2ccccc2O)cc1,13%,12%,8%,32%,-10%,
COC(C/C=C/[C@@H](O)[C@@H](C)OCc1ccccc1)OC,0.9%,-17%,-1%,-4%,-9%,
O=C(Oc1ccccc1Cl)c1ccccc1P(=O)(O)O,1.1%,-6%,1%,3%,1%,
Cc1ccc(C)c(NC(=S)N2CCCCCC2)c1,0.1%,-12%,7%,15%,-2%,
COc1ccc(N2CCN(c3ncnc4sc(C(=O)NCC5CCCO5)c(C)c34)CC2)cc1 (stereo unspecified),?,13%,-1%,32%,-6%,
C/C(=N/NC(=O)c1nnn(-c2nonc2N)c1COc1ccccc1)c1ccccc1,2.2%,1%,5%,-20%,-9%,
CCOc1ccc(OCCC(=O)N(CC)CC(=O)NCc2cccs2)cc1,2.0%,-17%,-1%,-5%,·,
COc1ccccc1CC(=O)NCCc1c[nH]c2ccccc12,0.4%,6%,-7%,25%,0%,
CN=CC1=C(O)CC(C)(C)CC1=O,1.6%,1%,-1%,-5%,-8%,
O=C(Cc1c(Cl)cccc1Cl)OCC(=O)N1CCOCC1,i,-7%,1%,10%,·,
O=C(COc1ccc2c(c1)CCC2)N1CCN(c2cccc(C(F)(F)F)c2)CC1,i,-4%,5%,17%,-5%,
O=C(N/N=C/c1c(O)n(CCC2=CCCCC2)c(=O)[nH]c1=O)c1ccccc1,2.4%,14%,8%,34%,-6%,
CC(C)Oc1ccc(CCC(=O)N/N=C/c2ccc3c(c2)OCO3)cc1,i,-7%,-2%,-1%,9%,
Cc1ccc(N2C(=O)[C@@H]3[C@H](C2=O)C2CCCN2[C@@H]3C(=O)c2ccccc2)cc1 (stereo partly specified),4.4%,11%,1%,-11%,10%,
CCc1ccc(NC(=O)C2CCN(C(=O)N3CCOc4ccccc43)CC2)cc1,0.9%,8%,-5%,39%,-7%,VEEV TC-83 Vero 10K pilot screen=2.5
CCCCN(C(=O)CSCc1c(C)noc1C)c1c(N)n(CCCC)c(=O)[nH]c1=O,1.4%,-5%,-9%,-14%,4%,
CC1(C)Cc2c(sc3nc4n(c(=O)c23)CCC4)CO1,3.0%,-16%,3%,-11%,-6%,
O=C(O)c1cc(S(=O)(=O)N(Cc2ccccc2)c2ccc(Cl)cc2)ccc1Cl,1.2%,13%,-7%,1%,5%,
COc1ccc(CCNC(=O)c2noc(C(C)C)c2[N+](=O)[O-])cc1OC,0.1%,16%,0%,28%,-1%,
CC1=CC(=O)C(C(C)C)=C/C1=N/OC(=O)c1cccc([N+](=O)[O-])c1,0.2%,-6%,-5%,71%,6%,
O=C1CC(c2ccsc2)c2cc3c(cc2N1)OCCO3 (stereo unspecified),1.6%,3%,-8%,·,-14%,
COc1ccc(NC(=O)CN(c2cc(C)cc(C)c2)S(=O)(=O)c2c(C)noc2C)cc1,0.6%,4%,-5%,-15%,-5%,
COc1ccc(CNC(=O)C2CCCN(C(=O)Nc3ccc(OC)cc3)C2)cc1 (stereo unspecified),i,8%,-1%,6%,6%,
COc1ccc(/C=C(\NC(=O)c2ccc(C)cc2)C(=O)NCCCn2ccnc2)cc1OC,1.5%,7%,2%,-2%,10%,
COc1ccc(N2CCN(C(=O)c3ccc(SC)cc3OC)CC2)cc1,1.1%,1%,11%,42%,3%,
COc1ccc(/C=C/c2c(-c3ccc(OC)cc3)oc3ccc(-c4ccc(OC)cc4)cc23)cc1,i,0%,-12%,-2%,13%,VEEV TC-83 Vero 10K pilot screen=0.9
COc1ccccc1CCNC(=O)c1cccc(S(=O)(=O)N2CCc3ccccc3C2)c1,4.3%,-9%,4%,5%,·,
CSc1c(-c2ccccn2)c(N)nn1C(=O)C1CCC1,?,-1%,-11%,-12%,7%,
COc1cccc(C(C(=O)NC2CCCCC2)N(CCN2CCOCC2)C(=O)C2COc3ccccc3O2)c1 (stereo unspecified),1.4%,1%,2%,18%,0%,
CSc1nc(C)c(Cc2ccccc2)c(=O)[nH]1,1.1%,3%,-3%,2%,7%,
O=C(O)c1ccc(/C=C2\COc3ccccc3C2=O)cc1,3.2%,-1%,34%,42%,9%,
Cc1noc(C)c1C(=O)N1CCC(CO)(Cc2ccccc2)CC1,8.6%,-3%,-6%,-9%,9%,
CCOc1ccc(NC(=O)Nc2cnccn2)cc1,0.2%,11%,17%,-4%,-7%,
O=C(CSc1nc2ccccc2s1)NC1CCCc2ccccc21 (stereo unspecified),1.2%,5%,13%,31%,2%,
Cc1ccc(NC(=O)CC2S/C(=N/c3nccs3)N(C)C2=O)c(C)c1 (stereo unspecified),i,3%,-11%,11%,-8%,
CCOC(=O)C1CCN(c2c(NCCCN3CCCCC3)c(=O)c2=O)CC1,0.1%,-4%,-10%,-4%,-5%,

# (more compounds)
SMILES,VEEV TC-83 Vero,influenza NS1A,M. tuberculosis HTS,tuberculosis growth,Salmonella PhoP GFP,others
COC(=O)c1ccccc1N(C)S(C)(=O)=O,i,2%,-3%,-12%,7%,
O=C1NCC(COc2ccc([N+](=O)[O-])cc2)O1 (stereo unspecified),i,-2%,1%,-12%,-6%,
CS(=O)(=O)N(CC(=O)N1CCN(c2cccc(Cl)c2)CC1)c1cccc(F)c1,0.3%,-6%,4%,12%,5%,
O=P(OC1CCCCC1)(OC1CCCCC1)C(O)c1ccc(Cl)cc1Cl (stereo unspecified),i,0%,-5%,1%,-7%,
CCc1c(C)nc(N)nc1N1N=C1SC(C(C)=O)C(C)=O,i,0%,3%,4%,21%,
O=C(Nc1ccncc1)c1ccccc1-c1ccccc1,1.5%,-6%,0%,-13%,-1%,
O=C(Nc1nc2c(s1)CN(Cc1ccccc1)CC2)c1cccc(S(=O)(=O)N2CCc3ccccc32)c1,3.8%,-4%,?,25%,-21%,VEEV TC-83 Vero 10K pilot screen=0.6
O=C(O)c1ccc(S(=O)(=O)c2ccc3c(c2)C(=O)N(Cc2ccco2)C3=O)cc1,1.2%,-2%,-19%,2%,-4%,
COc1ccc(N2C(=O)CSC23CCCCC3)cc1,i,0%,-7%,6%,4%,
CC(=O)c1sc2nc(-c3cccs3)cc(C(F)(F)F)c2c1N,0.7%,-30%,4%,8%,-37%,
Cc1cc(NC(=O)CSc2n[nH]c(CC(C)C)n2)no1,0.6%,6%,-11%,2%,2%,
CSc1cccc(NC(=O)CCCOc2ccc(Cl)cc2C)c1,1.3%,5%,3%,46%,-5%,
O=C(CSc1nccc(=O)[nH]1)Nc1ccc(F)c(Cl)c1,1.9%,-3%,-14%,2%,-2%,
CCCCCCS(=O)Cc1ccccc1 (stereo unspecified),0.8%,24%,4%,62%,6%,
NC(=O)CC(NC(=O)Cc1cccc2ccccc12)c1ccc(N2CCC(N3CCCCC3)CC2)c([N+](=O)[O-])c1 (stereo unspecified),0.8%,-7%,-3%,-1%,-2%,
CCCC(=O)N/N=C1\CS(=O)(=O)N(C)c2ccsc21,0.3%,-6%,-5%,·,0%,
c1ccc(-c2nn[nH]n2)cc1,i,-1%,1%,0%,6%,
NNC(=O)c1nc(-c2ccccc2)cc(-c2ccccc2)n1,7.0%,-12%,-1%,-16%,8%,
COc1ccc(-c2ccc3c(c2)S(=O)(=O)c2cccc(C(=O)NCc4ccccc4Cl)c2C3=O)cc1OC,0.3%,-19%,-3%,16%,·,
O=C(c1ccc([N+](=O)[O-])s1)N1CCN(c2cccc(Cl)c2)CC1,1.7%,14%,?,0.38µM*,5%,
CC(C)(Cc1ccc(O)cc1)NC(=O)CC(=O)N/N=C/c1ccc([N+](=O)[O-])cc1,8.1%,1%,5%,16%,9%,
O=c1c(C/C=C/c2ccccc2)c(O)ccn1Cc1cccc(Cl)c1,0.9%,7%,-8%,7%,9%,
COc1ccc(C)cc1CN1C(=O)c2ccccc2C1=O,0.8%,-22%,4%,22%,2%,
O=C(COc1ccc(S(=O)(=O)NC2CCCCC2)cc1)N1CCN(c2ccc(F)cc2)CC1,1.1%,4%,-2%,-3%,5%,
C=CCOc1ccccc1/C=C/C(=O)O,i,2%,-9%,1%,3%,VEEV TC-83 Vero 10K pilot screen=1.1
COc1ccccc1N1CCN(CCN(C(=O)C2CCCCC2)c2ccccn2)CC1,i,5%&3%,-2%,10%,-12%,
CNC(=O)c1cc(S(=O)(=O)NC2CCCCCC2)ccc1C,1.9%,-9%,·,·,·,
CCOC(=O)Cn1nnc(-c2cccc(OC)c2)n1,0.1%,-6%,57%,64%,-10%,
Cc1ccc(-c2ccc(OC(=O)c3ccc(=O)[nH]c3)c(C)c2)cc1,2.2%,18%,36%,30%,10%,
CN(C)C(=O)Oc1ccc2ccccc2c1Cl,i,-11%,-6%,6%,15%,
CCC(C)[C@H](NC(=O)Nc1cccc(Br)c1)C(=O)OC (stereo partly specified),i,-4%,-2%,15%,17%,
CC(NC(=O)c1cc(Br)ccc1Br)c1ccccc1 (stereo unspecified),·,·,5%,-17%,9%,
Cc1cccc(C)c1NC(=O)C(c1ccccc1)N1CCN(C(=O)c2ccco2)CC1 (stereo unspecified),0.2%,0%,4%,-4%,4%,
CCN(CC)CCCNC(=S)N1CCN(c2nc(-c3ccc(F)cc3)cs2)CC1,4.3%,14%,13%,63%,4%,
Nc1ccccc1C(=O)Nc1cccc2ccccc12,0.7%,-2%,4%,12%,-7%,
O=C(NCc1ccccc1)[C@]1(C(F)(F)F)C[C@H](CCc2ccccc2)CCCO1,i,2%,8%,-13%,-2%,
O=C(CNC(=O)c1ccco1)Nc1ccc2c(c1)OCCO2,0.0%,5%,0%,-2%,-5%,
